HepG2 tox: counter-screen for TGF-b inhibitors: cytotoxicity in HepG2 cells | Potency, µM (titrated, usually from 46.1 µM), without a hit: at the highest dose activity change, negative = cytotoxicity, hits mostly cytotoxic | HepG2 CAGA-GFP viability, ATP luminescence, 18 h | 410,000 tested, 0.76% active | AID 588856; also: some results filed as inactive show a strong effect at the top dose
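HepG2 CAGA-GFP cells (1000/well, DMEM with 1% FBS) received compound, then TGF-beta at 500 pg/mL final, and were incubated 18 hours at 37 degrees C. Viability was read by CellTiter-Glo luminescence. Media-only wells were set as complete cell-killing and DMSO as no toxicity.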
A549 tox: counter-screen for Nrf2 inhibitors: cytotoxicity in A549 cells; A549 ARE-Fluc cells, CellTiter-Fluor viability, 18-24 h; Potency, µM (highest dose often 46 µM), for the others: top-dose activity change, negative = cytotoxicity, actives largely listed as inhibitors; 390,000 tested, 0.16% active; AID 504648; also: % is scaled to controls: 0 for no effect and ±100 for the full control effect
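Cytotoxicity counterscreen: CellTiter-Fluor fluorescence was measured in A549 ARE_Fluc cells after 18-24 h of compound exposure in a concentration series. The subsequent BugLite luminescent read reports ARE-luciferase activity.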
Nrf2 ARE act: Nrf2 pathway activation; AREc32 ARE-luciferase reporter (MCF7-derived line), luminescence, 24 h; Potency, µM (series often up to 46.1 µM), inactives show at the top dose activation, usual class: activators; 410,000 tested, 0.31% active; also: % of control where 0% means no effect; nearly all actives have a fitted effect of over 65% in size
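Cells of the AREc32 ARE-luciferase line are plated in OPTI-MEM containing 5% FBS and left overnight at 37 deg C. Compounds are pinned in, incubation continues 24 hr, and firefly luciferase signal is then measured.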
ATXN viability: viability counter-screen for ATXN expression inhibitors; S2 cells (HEK-293 line with an ATXN2-luciferase reporter) viability, CellTiter-Fluor protease fluorescence, 24 h; AID 651635; 400,000 tested, 0.49% active; Potency, µM (titrated, usually from 56.7 µM), actives largely listed as cytotoxic; also: nearly all actives have a fitted effect of over 40% in size
Nrf2 inh: Nrf2 pathway inhibition. A549 ARE-Fluc reporter, luciferase luminescence, 18-24 h. 360,000 tested, 2.1% active. Potency, µM (series often up to 46 µM), without a hit: at the highest dose activity change, negative = inhibition, usual class: inhibitors. AID 504444; also: % is scaled to controls: 0 for no effect and ±100 for the full control effect; nearly all actives have a fitted effect of over 60% in size
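In this cell-based qHTS, ARE-driven firefly luciferase in A549 cells reports Nrf2 activity; the luminescent signal after BugLite lysis is the measured value, with a prior CellTiter-Fluor read for cell health.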
MCF10A rereplic: DNA re-replication induction in MCF 10a cells. Potency, µM (titrated, usually from 46.1 µM), for inactives: at the highest dose activity, positive = re-replication, most hits filed as activators. MCF 10A DNA re-replication, Hoechst nuclear intensity, 48 h. AID 624296. 350,000 tested, 2.9% active; also: % of control where 0% means no effect; nearly all actives have a fitted effect of over 50% in size
ATXN2 expr inh: ATXN2 expression inhibition; HEK-293 ATXN2-luciferase reporter, luminescence, 24 h; Potency, µM (series often up to 57 µM), for the others: at the highest dose activity change, negative = inhibition, hits mostly inhibitors; 360,000 tested, 0.72% active; AID 1745845; also: % is scaled to controls: 0 for no effect and ±100 for the full control effect; nearly all actives have a fitted effect of over 55% in size
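ATXN2-luciferase reporter cells (luciferase flanked by upstream and downstream ATXN2 gene portions) were treated 24 h at 37 °C with compounds at up to 57 uM. SteadyGlo luminescence gave expression; GF-AFC fluorescence gave viability.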
EPAC2 antagonist: blocks human EPAC2 exchange factor. Q8WZA2. EPAC2 GEF exchange of Rap1B-BODIPY-GDP, fluorescence. Potency, µM (titrated, usually from 114 µM), without a hit: at the highest dose activity, negative = inhibition, actives largely listed as inhibitors. 360,000 tested, 0.18% active; also: % is scaled to controls: 0 for no effect and ±100 for the full control effect; nearly all actives have a fitted effect of over 45% in size; many of its hits are not listed in these tables
Target sequence (Q8WZA2 whole entry, looked up): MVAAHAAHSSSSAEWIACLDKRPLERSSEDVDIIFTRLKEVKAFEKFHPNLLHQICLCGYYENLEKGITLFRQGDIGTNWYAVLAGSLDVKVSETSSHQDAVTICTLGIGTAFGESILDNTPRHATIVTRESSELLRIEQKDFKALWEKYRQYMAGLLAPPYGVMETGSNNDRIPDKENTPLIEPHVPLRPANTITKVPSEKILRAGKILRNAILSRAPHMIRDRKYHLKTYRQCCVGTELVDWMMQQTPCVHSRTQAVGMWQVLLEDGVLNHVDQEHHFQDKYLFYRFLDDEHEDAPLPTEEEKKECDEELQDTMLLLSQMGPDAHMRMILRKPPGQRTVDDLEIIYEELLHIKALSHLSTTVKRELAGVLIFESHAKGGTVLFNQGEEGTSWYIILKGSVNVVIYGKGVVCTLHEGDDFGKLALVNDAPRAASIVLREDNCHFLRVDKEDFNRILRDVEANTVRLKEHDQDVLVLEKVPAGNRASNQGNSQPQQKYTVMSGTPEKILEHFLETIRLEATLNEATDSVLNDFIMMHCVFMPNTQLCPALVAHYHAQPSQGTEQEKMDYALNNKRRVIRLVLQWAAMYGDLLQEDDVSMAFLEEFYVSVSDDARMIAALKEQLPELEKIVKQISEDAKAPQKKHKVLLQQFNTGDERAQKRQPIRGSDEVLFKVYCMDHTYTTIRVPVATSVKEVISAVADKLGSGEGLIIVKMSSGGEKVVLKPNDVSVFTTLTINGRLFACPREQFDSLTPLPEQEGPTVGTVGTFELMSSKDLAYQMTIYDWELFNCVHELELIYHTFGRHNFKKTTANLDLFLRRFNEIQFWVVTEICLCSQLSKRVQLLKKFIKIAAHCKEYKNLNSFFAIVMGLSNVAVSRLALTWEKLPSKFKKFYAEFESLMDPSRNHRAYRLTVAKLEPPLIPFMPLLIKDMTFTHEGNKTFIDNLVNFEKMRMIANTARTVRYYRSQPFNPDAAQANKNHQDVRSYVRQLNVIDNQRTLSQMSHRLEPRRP
TGFb SMAD3 inh: blocks TGF-b signaling; HepG2 CAGA-GFP TGF-b/SMAD3 reporter, GFP fluorescence, 18 h; TGF-beta stimulated, 500 pg/mL final; Potency, µM (series often up to 46.1 µM), for the others: at the top dose activity, negative = inhibition, most hits filed as inhibitors; 410,000 tested, 1.2% active; AID 588855; also: % is scaled to controls: 0 for no effect and ±100 for the full control effect; nearly all actives have a fitted effect of over 65% in size
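Using HEPG2 CAGA-GFP reporter cells at 1000 cells/well, we pinned test compounds, stimulated with recombinant TGF-beta (500 pg/mL final) and measured total well GFP after 18 h.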
* = called active by the depositor; i = inactive; ? = inconclusive; . = no result given; [ ] = another dose, or the depositor's remark. Calls follow the shape of the dose curve; as a rule, active = well fitted curve in the direction sought with a large enough effect; inconclusive = small, poorly fitted or top-dose-only effect, or another doubt; inactive = no such curve, though single readings can be large; an effect the other way counts as inactive or inconclusive. Potency is read from the fitted curve at half-maximal effect.

SMILES | HepG2 tox | A549 tox | Nrf2 ARE act | ATXN viability | Nrf2 inh | MCF10A rereplic | ATXN2 expr inh | EPAC2 antagonist | TGFb SMAD3 inh
CCS(=O)(=O)N1CCc2cc(C(=O)Nc3cccc(C)c3C)ccc21 | -7.6% | ? | 0.8% | i | ? | . | 10.7% | . | 1.9%
CCOC(=O)c1c(C)n(C)c2ccc(OC)c(NC(=O)CN3CCN(C(=O)c4ccco4)CC3)c12 | 7.4% | 12.6% | 3.8% | i | . | ? | 2.0% | 0.2% | -22.9%
O=C1C(=O)N(CCCN2CCOCC2)C(c2ccc([N+](=O)[O-])cc2)/C1=C(/O)c1ccc2c(c1)OCO2 (centres undefined) | -8.0% | -0.7% | -1.1% | i | -10.5% | 19.5% | -0.1% | 6.5% | -13.1%
COc1cc(NC(=O)C2CC(c3ccccc3O)=NO2)c(OC)cc1Cl (centres undefined) | -0.5% | -0.9% | -0.1% | i | -25.5% | 13.1% | -10.1% | 7.4% | 12.6%
COc1ccc(NC(=O)CN(C)CC(=O)NC2CCCCC2C)cc1 (centres undefined) | 8.1% | -0.9% | -0.8% | ? | -3.2% | 6.2% | -12.5% | 4.6% | -3.4%
COc1ccc(N2CCN(C(=O)CN(c3ccccc3)S(=O)(=O)c3ccc(OC)cc3)CC2)cc1 | -68.4% | -3.3% | 0.5% | . | -25.7% | 4.9% | . | -4.2% | -18.9%
Cc1ccc(C)c(S(=O)(=O)N2CCCCC2CCNC(=O)C(=O)NCc2cccnc2)c1 (centres undefined) | -29.7% | 7.3% | 0.3% | i | -7.2% | 11.0% | -10.5% | -0.2% | ?
CCN(CC)C(=O)c1ccc(Oc2ccc([N+](=O)[O-])cc2Cl)cc1 | 0.7% | 1.7% | 4.3% | i | ? | 9.0% | -35.1% | -5.7% | -3.5%
Clc1ccc(-n2ncc3c(NCc4ccc5c(c4)OCO5)ncnc32)cc1 | -45.8% | 3.3% | 2.9% | i | . | -5.9% | 22.3% | -3.4% | -20.0%
Cc1ccc(-n2c3nc(=O)n(C)c(=O)c-3cc3ccccc32)c(C)c1 | -11.3% | 23.0% | 0.1% | i | 5.2% | . | 15.0% | . | -19.7%
O=C(Nc1nnc(SCC(=O)N2CCOCC2)s1)c1ccccc1 | -29.8% | 2.4% | 3.0%[9.22 µM] | i | ? | 4.8% | -5.9% | 10.2% | -9.2%
CC1Cn2c(CCc3ccccc3)nnc2S1 (centres undefined) | -16.2% | 7.4% | 0.0% | i | 6.6% | -28.1% | -1.1% | -5.4% | ?
COc1ccc(N2CCN(C(=O)c3c(C)oc4ncn(CC(C)C)c(=O)c34)CC2)cc1 | -3.5% | -8.0% | 0.6% | i | 22.2% | . | 10.7% | . | -1.7%
Cc1cc(C)n2nc(C(=O)OCC(=O)Nc3cc(S(=O)(=O)N4CCOCC4)ccc3Cl)nc2n1 | -24.5% | 4.2% | 2.0% | i | -3.8% | 20.0% | 0.1% | -14.3% | -0.2%
Cn1c(=O)c2[nH]c(=O)[nH]c2n(C)c1=O | 5.1% | -4.4% | -1.1% | i | 3.9% | -23.3% | 7.9% | 0.7% | 14.0%
Cc1n[nH]c(=O)c2c(NC(=O)CSc3nncn3C(C)C)oc(C)c12 | -17.3% | -0.6% | -0.1% | i | 1.2% | 11.6% | 2.8% | -2.8% | -4.1%
COc1ccc(S(=O)(=O)N2CCOCC2)cc1NC(=O)CSc1nnc(C2CC2)n1N | -4.6% | -1.2% | 0.1% | i | -3.0% | 0.3% | . | 0.6% | 9.4%
O=C1OC(N2CCN(C(=O)c3ccco3)CC2)c2ccccc21 (centres undefined) | 0.6% | 0.9% | 0.1% | i | -1.0% | 3.1% | -5.4% | 15.4% | 4.6%
C(=C\c1ccccc1)/CN1CCN(C(c2ccccc2)c2nnnn2C2CCCC2)CC1 (centres undefined) | -7.6% | . | 3.5% | ? | . | . | -35.5% | 12.3% | ?
COc1ccc(S(=O)(=O)N2CCC(NC(=O)c3cccnc3)CC2)cc1 | -4.1% | -2.5% | -0.6% | i | -10.9% | -18.5% | 4.3% | 4.4% | -1.2%
Cc1ccccc1OCC(=O)Nc1c(C)ccc2nsnc12 | -12.5% | -3.9% | 5.1% | i | -9.2% | . | -9.0% | . | -7.9%
C=CCOc1ccc(C=Nc2cccc(Cl)c2)c(O)c1 | 0.5% | -1.8% | 0.1% | i | 4.7% | -3.8% | 0.5% | -3.8% | -5.1%
CCN(CC)S(=O)(=O)c1cccc(C(=O)N[C@H](C(=O)NCc2ccccc2F)C(C)C)c1 | -14.0% | . | -0.2% | i | ? | 8.7% | 4.1% | -15.9% | -1.9%
Cc1nc(N2CCOCC2)nc(Oc2ccccc2F)c1[N+](=O)[O-] | 2.4% | -10.7% | 5.4% | i | ? | 0.0% | 2.7% | -2.0% | 34.7%[activator]
COc1ccc2c(c1)c(C(C)=O)c(C)n2CCc1ccc(OC)c(OC)c1 | -0.1% | -4.0% | -0.5% | i | -19.9% | 5.0% | -8.1% | -2.0% | -2.6%
Cc1ccc(C(=O)Nc2ccc(S(=O)(=O)N3CCCC3)cc2)s1 | -1.7% | 9.4% | 4.3% | i | 6.3% | 2.6% | . | -8.1% | -5.1%
Cc1cccc(NC(=O)C2CCCN(S(=O)(=O)c3cnc[nH]3)C2)c1C (centres undefined) | 8.9% | 5.6% | 0.1% | i | -12.4% | . | 13.6% | . | 1.4%
NC(=O)c1ccc(-c2nnn(CC(=O)N(C3CCCCC3)C3CCS(=O)(=O)C3)n2)cc1 (centres undefined) | 5.1% | 0.3% | -0.5% | ? | 8.2% | -7.0% | -11.1% | 5.1% | 10.9%
Cc1cc(C)n2nc(CNS(=O)(=O)c3c(F)c(F)c(F)c(F)c3F)nc2n1 | -20.5% | 11.1% | ? | ? | 3.3% | -4.6% | . | 2.5% | ?
CC(C)(O)/C=C/C(=O)[C@](C)(O)C1[C@H](O)C[C@@]2(C)C3CC=C4C(C=C(O[C@@H]5O[C@H](CO)[C@@H](O)[C@H](O)[C@H]5O)C(=O)C4(C)C)[C@]3(C)C(=O)C[C@]12C (some centres undefined) | 5.6% | 4.7% | -0.1% | i | 4.6% | 3.4% | 2.7% | -2.4% | -15.9%
COC(=O)c1ccc(NC(=O)c2cc(S(=O)(=O)N3CCOCC3)cn2C)cc1 | -20.7% | 3.3% | 0.1% | . | 5.0% | . | . | . | -5.3%
COc1ccc2c(Sc3ccc(Cl)cc3)c(C(=O)NCCCN3CCCCC3)[nH]c2c1 | 15.8µM* | 1.9% | -3.4% | . | ? | . | 25.1µM* | . | ?
CCc1ccccc1NC(=O)NC(CC)Cn1nnc2ccccc2c1=O (centres undefined) | -1.6% | 0.5% | -1.1% | . | ? | . | . | . | -25.5%
Cc1ccc(C)c(C(C)NC(=S)NC2CCCCC2)c1 (centres undefined) | -37.2% | ? | -0.3% | i | ? | 1.7% | ? | 1.3% | ?
CN(C)c1ccc(C(=S)Nc2ccccc2)cc1 | 10.2% | 0.9% | -0.1% | i | ? | 2.7% | 20.2% | 10.9% | -1.4%
Cc1cccc(CCN2CCN=C2N(C)C)c1 | 0.0% | -2.0% | 0.0% | i | 9.6% | -0.9% | 4.5% | -4.5% | -1.1%

As a working copy, some entries already given.
SMILES | HepG2 tox | A549 tox | Nrf2 ARE act | ATXN viability | Nrf2 inh | MCF10A rereplic | ATXN2 expr inh | EPAC2 antagonist | TGFb SMAD3 inh
COc1ccc2c(Sc3ccc(Cl)cc3)c(C(=O)NCCCN3CCCCC3)[nH]c2c1 | 15.8µM* | 1.9% | -3.4% | . | ? | . | 25.1µM* | . | ?
CCc1ccccc1NC(=O)NC(CC)Cn1nnc2ccccc2c1=O (centres undefined) | -1.6% | 0.5% | -1.1% | . | ? | . | . | . | -25.5%
Cc1ccc(C)c(C(C)NC(=S)NC2CCCCC2)c1 (centres undefined) | -37.2% | ? | -0.3% | i | ? | 1.7% | ? | 1.3% | ?
CN(C)c1ccc(C(=S)Nc2ccccc2)cc1 | 10.2% | 0.9% | -0.1% | i | ? | 2.7% | 20.2% | 10.9% | -1.4%
Cc1cccc(CCN2CCN=C2N(C)C)c1 | 0.0% | -2.0% | 0.0% | i | 9.6% | -0.9% | 4.5% | -4.5% | -1.1%

(cont.)
SMILES | HepG2 tox | A549 tox | Nrf2 ARE act | ATXN viability | Nrf2 inh | MCF10A rereplic | ATXN2 expr inh | EPAC2 antagonist | TGFb SMAD3 inh
Nc1oc2ccc(F)cc2c(=O)c1C=O | -9.5% | 1.9% | -1.4% | i | -8.7% | -1.4% | -21.2% | -1.6% | 2.5%
O=C(NCCNC(=O)c1ccco1)c1cccc(F)c1 | 1.5% | 11.1% | -0.6% | i | 4.5% | -0.4% | -2.2% | 10.8% | 14.9%
Cc1ccc(C)c(OCC(=O)N2CCc3ccccc3C2)c1 | 1.7% | 2.8% | 1.7% | i | 19.8% | 11.8% | 28.6% | -24.7% | 15.8%
O=C(Nc1cccnc1)C1CCCN(S(=O)(=O)c2ccccc2)C1 (centres undefined) | 11.4% | -1.4% | -0.6% | i | -3.1% | -2.7% | -10.0% | -3.1% | -10.1%
CN(CCn1ccnc1)C(=O)CC1C(=O)NCCN1Cc1ccccc1C(F)(F)F (centres undefined) | 10.2% | -3.1% | -0.6% | i | -2.0% | 6.9% | 7.7% | -1.8% | 1.8%
CCOC(=O)c1[nH]c(C)c(C(=O)Nc2cccc(Cl)c2C)c1C | -29.6% | ? | -0.6% | i | -5.3% | 8.2µM* | 5.6% | 0.5% | 36.4%[activator]
CCCN1CCN(C(=O)c2cc(COc3ccc(F)cc3F)on2)CC1 | 11.4% | -0.8% | -0.2% | i | 5.7% | -1.4% | 6.4% | 13.3% | ?

From PubChem

Some of the compounds tested (hit frequency here may not be typical).
